GPR55 LPI antagonism = GPR55 antagonists blocking LPI-driven arrestin recruitment, primary screen, imaging, U2OS, beta-arrestin-GFP, LPI agonist (AID 2013) | U2OS GPR55 beta-arrestin-GFP translocation imaging, LPI antagonism; higher % means a stronger effect | one-dose inhibition, % at 10 µM; IC50 in µM for titrated hits | hit rate 0.13% among 290,000;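 active = spots per cell inhibited over 60%, with over 100 cells counted and total cytoplasm intensity under 500,000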;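 also: U2OS cells stably carrying GPR55 and arrestin-GFP stimulated by 5 µM LPI near EC80; imaged beta-arrestin-GFP aggregate spots per cell after agonist stimulation; plate controls were LPI-stimulated DMSO wells for no effect and DMSO wells without LPI for full effect; some results filed as inactive read as strong as hits; confirmed hits need IC50 under 10 µM and bright autofluorescent wells are also inconclusive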
GPR55 beta-arrestin = GPR55 agonists via beta-arrestin recruitment, primary screen, imaging, U2OS cells, beta-arrestin-GFP redistribution (AID 1961); U2OS GPR55 beta-arrestin-GFP redistribution imaging; higher % means a stronger effect; activation, % at 10 µM; hits with a dose series show EC50 in µM; hit rate 0.048% among 290,000;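 active = activation above 40% with more than 50 cells counted in the well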;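 also: U2OS osteosarcoma cells stably expressing GPR55 and beta-arrestin-GFP; plate controls were DMSO negative control for no effect and LPI positive control for full effect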
West Nile antiviral = West Nile virus antiviral activity, cell-based, CPE readout (AID 1621). West Nile virus-infected cells, CPE inhibition; higher % means a stronger effect. CPE inhibition, % at 10 µM; hits with a dose series show IC50 in µM. hit rate 0.02% among 290,000; in the data active = a potency from the dose series; also: strong numbers were not always called active
KOR beta-arrestin-1 = KOR antagonists, beta-arrestin recruitment, cell-based, luminescence, uHTS (AID 1778); KOR beta-arrestin recruitment, luminescence, antagonist mode; higher % means a stronger effect; inhibition, % at 10 µM, or IC50 in µM where a hit was titrated; hit rate 0.091% among 290,000; in the data active = inhibition above about 50%; also: strong numbers were not always called active
GPR35 arrestin U2OS = GPR35 antagonists blocking zaprinast-driven arrestin recruitment, primary screen, imaging, U2OS, beta-arrestin-GFP, zaprinast agonist (AID 2058) | hit rate 0.052% among 290,000 | U2OS GPR35 beta-arrestin-GFP translocation imaging, zaprinast antagonism; higher % means a stronger effect | one-dose inhibition, % at 10 µM; IC50 in µM for titrated hits;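 active = inhibition of at least 50% with at least 30 cells and total cytoplasm GFP at most 10,000,000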
KOR beta-arrestin-2 = KOR agonists, beta-arrestin recruitment, primary screen, cell-based, luminescence, uHTS (AID 1777) | KOR beta-arrestin recruitment, luminescence; higher % means a stronger effect | Kappa-type opioid receptor (Homo sapiens) | one-dose activation, % at 10 µM; EC50 in µM for titrated hits | hit rate 0.02% among 280,000; in the data active = activation above about 50%, passing the limit was not always enough; also: a part of the inactive calls stands beside numbers as strong as those of hits
NS5 inhibitors = Dengue-2 NS5 methyltransferase inhibitors, primary screen, biochemical, confirmation dose response (AID 588689). Dengue-2 NS5 methyltransferase capping enzyme assay, biochemical; higher % means a stronger effect. inhibition, % at 25 µM, or IC50 in µM where a hit was titrated. hit rate 0.3% among 340,000; in the data active = a potency from the dose series
NOD1 NF-kB reporter = NOD1 signaling inhibitors, primary screen, cell-based, luminescence, uHTS (AID 1578) | NOD1-driven NF-kB luciferase reporter cells, luminescence; higher % means a stronger effect | inhibition, % at 4 µM, or EC50 in µM where a hit was titrated | hit rate 1% among 290,000; in the data active = inhibition mostly above about 36%, no sharp cut-off; inactive = mostly below about 34%;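 also: HEK-293T reporter cells stimulated with the NOD1 agonist gamma-tri-DAP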
HIV fusion peptide = inhibitors of HIV fusion peptide binding, primary screen, biochemical, uHTS, fluorescence dequenching (AID 1986) | hit rate 0.3% among 290,000 | inhibition, % at 20 µM, or IC50 in µM where a hit was titrated | cell-free peptide binding, fluorescence dequenching, 30 min; higher % means a stronger effect; in the data active = inhibition mostly above about 52%, no sharp cut-off; inactive = mostly below about 76%; also: some results filed as inactive read as strong as hits
NS5 inhibitors pilot replicate = recorded beside NS5 inhibitors, whose call it bears; inhibition, %; measured here: pilot screen replicate inhibition
Numbers without * were called inactive; · = no result given; [ ] = remark or other dose. These rows are one share of the data; the hit share may differ from the screen's.

SMILES | GPR55 LPI antagonism | GPR55 beta-arrestin | West Nile antiviral | KOR beta-arrestin-1 | GPR35 arrestin U2OS | KOR beta-arrestin-2 | NS5 inhibitors | NOD1 NF-kB reporter | HIV fusion peptide | others
COC(=O)C1CCCN1C(=O)c1cccs1 (centres undefined) | -12% | -0.2% | 0.4% | 27% | 8% | -2.4% | -20% | -6% | -2.6%
Cc1ccc(C(C)C)cc1S(=O)(=O)Nc1cccnc1 | -11% | 0.4% | -0.5% | -24% | -1% | -0.2% | -2% | 6% | 0.5%
CCOC(=O)C1CCCN(C(=O)c2ccc(CS(=O)(=O)c3ccc(C)cc3)o2)C1 (centres undefined) | 6% | -0.2% | -0.5% | -25% | 17% | 2.7% | 0% | -7% | -1.0%
CSC(=NC#N)N1CCN(c2ccc(Cl)cc2)CC1 | -4% | 0.0% | -0.1% | -5% | -3% | -0.6% | -4% | -7% | -1.1%
CCCC(=O)Nc1ccc(S(=O)(=O)Nc2cc(OC)ncn2)cc1 | 4% | 0.0% | -0.2% | -2% | -4% | -4.6% | 0% | -40% | -1.2%
O=C(COc1ccc2c(-c3ccccc3)cc(=O)oc2c1)Nc1ccc(CN2CCOCC2)cc1 | 10% | -0.1% | 0.3% | -1% | 1% | -1.9% | 4% | -18% | -1.1%
O=C1CC(c2ccccc2)C(C(=O)Nc2ccccc2F)N1 (centres undefined) | 12% | -0.2% | · | 10% | 4% | -0.4% | -1% | -8% | 3.5%
CC(=O)Nc1cc(NC(C)=O)ncn1 | 12% | 2.2% | 0.1% | -9% | -4% | 5.9% | -9% | 0% | 0.7%
O=C(NC1(C(F)(F)F)OCCO1)c1ccc(F)cc1 | -10% | -0.1% | 0.4% | -29%[20 µM] | -6% | -3.4% | -2% | -34% | 0.5%
COc1ccc(C(=O)C2CCCN(C(=O)c3noc4c3CCCC4)C2)c(C)c1 (centres undefined) | 15% | 0.2% | -1.2% | -13% | 1% | -0.2% | -5% | -16% | -0.5%
Cc1nc2ccc(C(=O)O)cc2[nH]1 | -12% | -0.1% | 0.0% | -12% | 16% | 1.2% | -2% | -3% | 2.9%
COc1ccc(Br)cc1S(=O)(=O)n1ccnc1C | 0% | -0.2% | -0.1% | -17% | -9% | 6.0% | 0% | -12% | 3.3%
CC(C)CCCCCCNC(=S)Nc1ccc(S(=O)(=O)N2CCOCC2)cc1 | 4% | 0.4% | -1.5% | -8% | -2% | 7.5% | -10% | 16% | 1.1%
CCN(CC)S(=O)(=O)c1ccc(OC)c(NS(=O)(=O)c2cccc(C(=O)O)c2)c1 | 15% | 0.6% | -0.2% | -1% | -11% | 3.8% | 8% | 4% | 0.6%
O=C(CSc1nc2ccccc2[nH]1)Nc1cc(C(F)(F)F)ccc1N1CCOCC1 | 0% | -0.2% | -0.7% | 11% | -8% | 3.9% | -3% | -14% | 0.3%
O=C(OCc1c(Cl)cccc1Cl)c1ccncc1 | 3% | -0.1% | -0.1% | 16% | 1% | -0.7% | 2% | -18% | 0.7%
CN(C)S(=O)(=O)c1ccc(C(=O)Nc2cc(S(=O)(=O)Nc3ccccc3Cl)ccc2N2CCCCC2)cc1 | 5% | 0.2% | -0.1% | -6% | -12% | 5.8% | -9% | 6% | 3.6%
CC/C(=N\NC(=O)c1ccc(N(C)C)cc1)c1ccccc1 | 9% | -0.2% | 0.3% | -57% | -9% | 2.8% | -4% | -54% | -1.1%
O=C(O)c1cc(-n2nnnc2SCc2ccc([N+](=O)[O-])cc2)ccc1Cl | -3% | 0.4% | -0.1% | -7% | -6% | -7.2% | -7% | -6% | -1.7%
Nc1c(C(=O)Nc2ccc(Cl)c(C(=O)O)c2)sc2nc3c(cc12)CCCC3 | 3% | -0.2% | 1.4% | 40% | -4% | -5.2% | -1% | -28% | 8.4%
Brc1cccc(-c2cnco2)c1 | 3% | -0.2% | -0.2% | -18% | 3% | -3.8% | -3% | -33% | -1.0%
Cc1c(Cl)cccc1NC(=S)N1CCc2ccccc2C1 | 6% | 0.5% | -0.2% | -18% | -4% | 0.7% | 1% | -27% | 0.7%
Cc1nc2ccccc2c(=O)n1NS(C)(=O)=O | -7% | -0.1% | 0.0% | -67% | -2% | 2.0% | -4% | -5% | 0.5%
CCCCn1c(=O)[nH]c(=O)c2c1nc(-c1ccc([N+](=O)[O-])cc1)n2CC | 6% | -0.2% | 1.0% | -24% | 3% | -0.2% | -3% | -14% | -1.7%
CNc1c(N)c(=O)oc2ccccc12 | -15% | -0.3% | -0.4% | -20% | -5% | 11% | 5% | -18% | 0.6%

Some of these compounds in order of formula weight, largest number first.
SMILES | GPR55 LPI antagonism | GPR55 beta-arrestin | West Nile antiviral | KOR beta-arrestin-1 | GPR35 arrestin U2OS | KOR beta-arrestin-2 | NS5 inhibitors | NOD1 NF-kB reporter | HIV fusion peptide | others
O=C(O)c1cc(-n2nnnc2SCc2ccc([N+](=O)[O-])cc2)ccc1Cl | -3% | 0.4% | -0.1% | -7% | -6% | -7.2% | -7% | -6% | -1.7%
COc1ccc(C(=O)C2CCCN(C(=O)c3noc4c3CCCC4)C2)c(C)c1 (centres undefined) | 15% | 0.2% | -1.2% | -13% | 1% | -0.2% | -5% | -16% | -0.5%
CSC(=NC#N)N1CCN(c2ccc(Cl)cc2)CC1 | -4% | 0.0% | -0.1% | -5% | -3% | -0.6% | -4% | -7% | -1.1%

Following part
SMILES | GPR55 LPI antagonism | GPR55 beta-arrestin | West Nile antiviral | KOR beta-arrestin-1 | GPR35 arrestin U2OS | KOR beta-arrestin-2 | NS5 inhibitors | NOD1 NF-kB reporter | HIV fusion peptide | others
O=C(NCC1CCCO1)c1cccc(N2C(=O)C3C4C=CC(C4)C3C2=O)c1 (centres undefined) | 14% | -0.1% | -0.1% | 0% | 10% | -2.4% | -2% | -16% | -1.8%
COc1ccc(OCC(=O)NCCS(=O)(=O)N2CCN(c3ccc(F)cc3)CC2)cc1 | 10% | -0.3% | 0.0% | -26% | 6% | -5.8% | -3% | 5% | 1.4%
c1ccc2oc(-c3ccc(Nc4nc(N5CCCC5)nc(N5CCOCC5)n4)cc3)nc2c1 | -6% | -0.2% | 0.3% | -9% | -7% | 3.8% | · | 15% | -0.9%
CC(=O)Nc1scc(C)c1-c1nc2ccccc2s1 | 5% | -0.2% | -0.2% | 16% | -1% | -3.9% | 11% | 0% | 0.3%
CCOC(=O)N1CCN(C(=O)c2cc(COc3ccc(Cl)cc3OC)on2)CC1 | 6% | -0.1% | 0.6% | 1% | 1% | 0.6% | -4% | 6% | 2.7%
NS(=O)(=O)c1ccc(CCNC(=O)c2cc([N+](=O)[O-])ccc2N2CCCCC2)cc1 | -4% | 0.0% | 0.1% | 12% | -4% | 0.3% | -8% | -8% | 1.0%
CCOC(=O)C1=C(C)N=C2SCCC(=O)N2C1c1sccc1C (centres undefined) | -10% | -0.2% | 0.1% | -26% | 1% | 6.4% | -6% | -8% | -0.3%
CCN1C(=O)/C(=C/c2cccs2)SC1=Nc1ccc(OC)cc1 | 12% | 0.7% | 0.4% | 7% | 15% | -1.3% | -8% | -9% | 2.1%
CN(C(=O)C(C)(C)C)C1c2c(ccc3ccccc23)OCC1CO (centres undefined) | -4% | -0.1% | -0.1% | 1% | 18% | -1.5% | -6% | 2% | 0.5%
Cc1cc(OCC(=O)N(C)Cc2ccccc2)ccc1Cl | -4% | 0.5% | -0.8% | -50%[20 µM] | 5% | -0.1% | 1% | -34% | 1.7% | NS5 inhibitors pilot replicate=0.0
Cc1nnc(SCc2nnc(-c3ccc(Cl)cc3)o2)n1-c1ccccc1 | -1% | 0.0% | -0.4% | -26% | -16% | -5.4% | 3% | 8% | -2.3%
CN(c1ccccc1)S(=O)(=O)c1ccc(NC(=S)NC(=O)C2CC2)cc1 | 6% | -0.3% | -1.5% | -8% | 2% | 8.6% | -9% | -11% | 1.5%
CC(=O)Nc1cc(S(=O)(=O)Nc2ccccc2C)c(C)cc1C | 58% | 0.0% | 0.1% | -32% | -1% | -1.3% | -15% | 15% | -2.0%
O=C(NCCO)C(=O)c1c(-c2ccc(Cl)cc2)cc2ccccn12 | 8% | -0.2% | -0.4% | 3% | 2% | -4.8% | -8% | -30% | -0.5%
CSc1ncccc1C(=O)OCc1ccccc1Cl | -3% | -0.6% | -0.2% | -24% | 13% | 3.9% | -10% | 7% | -2.1%
Cc1cc(N)n2ncc(-c3cccc(Br)c3)c2n1 | -5% | -0.2% | 1.5% | 32% | -17% | 7.1% | -1% | -76% | 0.1%
O=C(Nc1ccc(N2CCCC2)c(Cl)c1)c1ccco1 | 6% | 0.6% | 0.4% | -11% | -1% | · | -9% | -48% | 1.5%
COCC1CCN(Cc2nc(COc3ccccc3)no2)C1 (centres undefined) | -1% | -0.1% | 0.1% | -14%[20 µM] | 7% | · | -6% | -11% | -0.3%
CCN(CC)S(=O)(=O)c1ccc(N(C)C)c(NC(=O)CC(NC(C)=O)c2ccccc2)c1 (centres undefined) | -2% | 0.4% | 0.1% | -9% | 2% | -1.6% | -9% | -35% | -1.0%
CC(=O)C1=C(O)CC(c2ccccc2)CC1=NCCc1ccccc1 (centres undefined) | 0% | -0.3% | -1.4% | -20% | -17% | 0.6% | -2% | -8% | -1.8%
CC(C)CN(C(=O)CN1CCOCC1)c1c(N)n(CC(C)C)c(=O)[nH]c1=O | 5% | 0.5% | 0.1% | 13% | 5% | -0.3% | 0% | -1% | -1.3%
Cc1ccc(C)c(N2CCN(S(=O)(=O)c3ccc4c(c3)NC(=O)CS4)CC2)c1 | -2% | -0.1% | 1.0% | -22% | -10% | 16% | -10% | 22% | 0.3%
CC(C)N(C(=O)C[n+]1ccc(/C=N/O)cc1)C(C)C | 5% | -0.4% | -0.7% | 27% | 1% | 2.4% | -168% | -16% | -0.5%
CN(C)c1ccc(NC(=O)c2ccc3c(c2)nnn3C)cc1 | 10% | 0.2% | 0.1% | 0%[20 µM] | -4% | · | 15% | -31% | -0.9%
N#C/C(=C(/O)c1ccc(-c2cccc([N+](=O)[O-])c2)o1)c1nc2ccccc2s1 | 5% | -0.4% | 1.1% | -32% | 9% | 1.7% | · | 101%* | 57%
O=C1c2ccccc2C(=O)N1CCCCN(C(=O)c1cc([N+](=O)[O-])cc([N+](=O)[O-])c1)c1ccc(Cl)cc1 | 4% | 0.2% | -1.3% | 23% | 1% | 2.6% | -1% | -28% | 3.5%
Cc1cc(C)c2cc(CN(Cc3cccs3)Cc3nnnn3CC3CCCO3)c(=O)[nH]c2c1 (centres undefined) | 2% | -0.1% | -0.3% | -35% | -10% | -5.8% | -2% | 2% | 0.2%
Cc1c(C(c2ccc(F)cc2)c2c(C)n(C)n(-c3ccccc3)c2=O)c(=O)n(-c2ccccc2)n1C | 13% | -0.1% | -0.9% | -2% | 14% | -1.9% | -17% | -25% | -0.7%
Cc1nnsc1S(=O)c1ccc(F)cc1 (centres undefined) | 5% | 0.0% | -0.1% | -1% | 1% | 1.6% | 4% | 0% | 0.1%
CCOC(=O)c1ccc(NC(=O)C(=O)NCC2CCCO2)cc1 (centres undefined) | 3% | 0.2% | -0.1% | -5% | 3% | -3.3% | -14% | -26% | 2.5%
